Bfl-1 displacement – Bfl-1 inhibitors, primary screen, biochemical, fluorescence polarization, FITC-Bid, mouse (AID 432); FITC-Bid BH3 peptide fluorescence polarization displacement; higher % means a stronger effect; displacement, % at 20 µM, or IC50 in µM where a hit was titrated; 64,000 tested, 0.02% active; in the data active means a potency from the dose series; inactive means the rest, 99 in 100 with displacement below about 15%; further: strong numbers were not always called active
Alkaline phosphatase – human TNAP enzyme inhibitors, biochemical, luminescent (AID 518) | one-dose inhibition, % at 20 µM; IC50 in µM for titrated hits | purified TNAP enzyme, luminescent substrate readout; higher % means a stronger effect | 64,000 tested, 0.09% active; in the data active means a potency from the dose series; inactive means the rest, 99 in 100 with inhibition below about 22%;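 further: plate controls were vehicle for no effect and reference inhibitor for full effect; many of its hits are not listed in these tables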
MK inhibit – inhibitors of Streptococcus pneumoniae mevalonate kinase; purified MK, PK/LDH-coupled NADH absorbance 340 nm; inhibition, % at 10 µM; 65,000 tested, 0.48% active; AID 555;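 active means ranked among the strongest by inhibition in the single 10 µM screen, a fixed top-ranked set picked for dose follow-up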; further: no value below 0 was filed
HPDE-C7 cytotoxicity – HPDE-C7 pancreatic duct cell viability loss – fluorescence, HTS (AID 430) | 63,000 tested, 1.8% active | HPDE-C7 pancreatic duct cells viability, fluorescence; higher % means a stronger effect | cytotoxicity, % at 10 µM; hits with a dose series show EC50 in µM;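 further: cells exposed to compound for 48 hours before viability readout; 0% = vehicle and 100% = reference cytotoxic drug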
LYP phosphatase – inhibition of human PTPN22 tyrosine phosphatase – biochemical, DiFMUP fluorescence, recombinant catalytic domain, 10 µM, primary screen (AID 606); recombinant LYP catalytic domain, DiFMUP fluorescence; higher % means a stronger effect; inhibition, % at 10 µM, or IC50 in µM where a hit was titrated; 52,000 tested, under 10 active;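 active means IC50 under 40 µM in the dose-response test; inactive means IC50 of 40 µM or more, or never dose-tested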
HT1080 cytotoxicity – HT1080 cell viability loss – fluorescence readout (AID 620); HT1080 viability, fluorescence; higher % means a stronger effect; cytotoxicity, % at 10 µM; hits with a dose series show EC50 in µM; 87,000 tested, 0.42% active;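 further: cells exposed to compound overnight then 4 h with Alamar Blue; 0% = vehicle DMSO and 100% = killing control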
HPDE-C7K KRASV12 – viability loss of HPDE-C7K cells – cell-based, fluorescence, HTS, primary screen (AID 431); 63,000 tested, 1.7% active; HPDE-C7K KRASV12 cells, Alamar Blue viability, 48 h; higher % means a stronger effect; cytotoxicity, % at 10 µM; hits with a dose series show EC50 in µM;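 active means compounds whose percent cytotoxicity in the single-dose primary screen, scaled between solvent and toxic-drug controls, exceeds 50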;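 further: 0% = DMSO solvent wells and 100% = doxorubicin-treated wells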
Spn PMK inh – inhibitors of Streptococcus pneumoniae phosphomevalonate kinase | purified PMK, PK/LDH-coupled NADH absorbance 340 nm | 65,000 tested, 0.49% active | AID 539 | inhibition, % at 10 µM;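 active means top-ranked compounds by inhibition in the single 10 µM screen, taking a fixed number of the strongest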;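 further: 0% = full reaction with DMSO carrier and 100% = background rate without enzyme reaction; no value below 0 was filed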
DPM-DC inhibit – blocks S. pneumoniae diphosphomevalonate decarboxylase; calls only at 10 µM; AID 556; 65,000 tested, 0.49% active; purified DPM-DC, PK/LDH coupled NADH fluorescence;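 active means the 320 compounds with the highest percent inhibition in the single-dose primary screen, excluding strongly autofluorescent ones, cut at about 32% in these data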;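 further: kinetic rate of NADH fluorescence loss reporting ADP formed by the decarboxylase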
Spn PMK inh pilot replicates – further read-out of Spn PMK inh, marked with its call; inhibition, %; measured here: pilot screen replicates
MK inhibit pilot replicates – second read-out of MK inhibit, no call of its own (marks repeat the call); inhibition, %; measured here: pilot screen replicates
DPM-DC inhibit pilot screen % – also measured in DPM-DC inhibit; calls as there; inhibition, %; measured here: pilot screen trials
* marks the source's active call; other numbers are inactive results; i = inactive; . = no result given; & = joins results of further samples. Unless noted, no stated cut-off is given here; in the data, active means cytotoxicity above about 50%; inactive means the rest.

SMILES	Bfl-1 displacement	Alkaline phosphatase	MK inhibit	MK inhibit pilot replicates	HPDE-C7 cytotoxicity	LYP phosphatase	HT1080 cytotoxicity	HPDE-C7K KRASV12	Spn PMK inh	Spn PMK inh pilot replicates	DPM-DC inhibit	DPM-DC inhibit pilot screen %
CCC(NC(C)C)C(O)c1ccc(O)c2[nH]c(=O)ccc12 (stereo not given)	8.1%	3.5%	7.0	0.0	12.8%	8.8%	-4.1%	22.6%	0.0	0.0	i	1.0
CNCCCN1c2ccccc2CCc2ccccc21	-1.8%	15.5%	4.0&5.0	0.0	14.0%	.	.	17.5%	6.0&12.0	0.5	i	2.0
Cc1ccc(N(CC2=NCCN2)c2cccc(O)c2)cc1	1.6%&-1.8%&-2.5%	-1.2%&19.2%&15.9%	4.0&10.0&3.0	0.0&0.0	-6.0%&0.8%&6.5%	-12.9%&21.3%&23.9%	2.0%&-2.0%	-12.0%&-14.1%&-6.9%	4.0&0.0&7.0	3.5&4.0	i	0.0&0.0

Some values from above:
HPDE-C7K KRASV12 result of Cc1ccc(N(CC2=NCCN2)c2cccc(O)c2)cc1 is entered as -12.0%&-14.1%&-6.9%
Spn PMK inh pilot replicates result of CCC(NC(C)C)C(O)c1ccc(O)c2[nH]c(=O)ccc12 (stereo not given) is entered as 0.0

Reprinted at random: two compounds from above, in no set order.
SMILES	Bfl-1 displacement	Alkaline phosphatase	MK inhibit	MK inhibit pilot replicates	HPDE-C7 cytotoxicity	LYP phosphatase	HT1080 cytotoxicity	HPDE-C7K KRASV12	Spn PMK inh	Spn PMK inh pilot replicates	DPM-DC inhibit	DPM-DC inhibit pilot screen %
Cc1ccc(N(CC2=NCCN2)c2cccc(O)c2)cc1	1.6%&-1.8%&-2.5%	-1.2%&19.2%&15.9%	4.0&10.0&3.0	0.0&0.0	-6.0%&0.8%&6.5%	-12.9%&21.3%&23.9%	2.0%&-2.0%	-12.0%&-14.1%&-6.9%	4.0&0.0&7.0	3.5&4.0	i	0.0&0.0
CCC(NC(C)C)C(O)c1ccc(O)c2[nH]c(=O)ccc12 (stereo not given)	8.1%	3.5%	7.0	0.0	12.8%	8.8%	-4.1%	22.6%	0.0	0.0	i	1.0

High-throughput results deposited in PubChem by several laboratories.

These rows are one share of the data; count on the stated rates, not on these rows.
